Screening results (PubChem)
ASK1 inh: human ASK1 kinase inhibition, primary screen; Q99683; AlphaScreen MKK6 phosphorylation by ASK1, luminescence; inhibition, % at 7.44 µM; 0.99% of 22,000 active; AID 1159602; in the data active = inhibition above about 35%;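 also: 0% = median of compound wells and 100% = no enzyme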
Target sequence (Q99683 whole entry, looked up): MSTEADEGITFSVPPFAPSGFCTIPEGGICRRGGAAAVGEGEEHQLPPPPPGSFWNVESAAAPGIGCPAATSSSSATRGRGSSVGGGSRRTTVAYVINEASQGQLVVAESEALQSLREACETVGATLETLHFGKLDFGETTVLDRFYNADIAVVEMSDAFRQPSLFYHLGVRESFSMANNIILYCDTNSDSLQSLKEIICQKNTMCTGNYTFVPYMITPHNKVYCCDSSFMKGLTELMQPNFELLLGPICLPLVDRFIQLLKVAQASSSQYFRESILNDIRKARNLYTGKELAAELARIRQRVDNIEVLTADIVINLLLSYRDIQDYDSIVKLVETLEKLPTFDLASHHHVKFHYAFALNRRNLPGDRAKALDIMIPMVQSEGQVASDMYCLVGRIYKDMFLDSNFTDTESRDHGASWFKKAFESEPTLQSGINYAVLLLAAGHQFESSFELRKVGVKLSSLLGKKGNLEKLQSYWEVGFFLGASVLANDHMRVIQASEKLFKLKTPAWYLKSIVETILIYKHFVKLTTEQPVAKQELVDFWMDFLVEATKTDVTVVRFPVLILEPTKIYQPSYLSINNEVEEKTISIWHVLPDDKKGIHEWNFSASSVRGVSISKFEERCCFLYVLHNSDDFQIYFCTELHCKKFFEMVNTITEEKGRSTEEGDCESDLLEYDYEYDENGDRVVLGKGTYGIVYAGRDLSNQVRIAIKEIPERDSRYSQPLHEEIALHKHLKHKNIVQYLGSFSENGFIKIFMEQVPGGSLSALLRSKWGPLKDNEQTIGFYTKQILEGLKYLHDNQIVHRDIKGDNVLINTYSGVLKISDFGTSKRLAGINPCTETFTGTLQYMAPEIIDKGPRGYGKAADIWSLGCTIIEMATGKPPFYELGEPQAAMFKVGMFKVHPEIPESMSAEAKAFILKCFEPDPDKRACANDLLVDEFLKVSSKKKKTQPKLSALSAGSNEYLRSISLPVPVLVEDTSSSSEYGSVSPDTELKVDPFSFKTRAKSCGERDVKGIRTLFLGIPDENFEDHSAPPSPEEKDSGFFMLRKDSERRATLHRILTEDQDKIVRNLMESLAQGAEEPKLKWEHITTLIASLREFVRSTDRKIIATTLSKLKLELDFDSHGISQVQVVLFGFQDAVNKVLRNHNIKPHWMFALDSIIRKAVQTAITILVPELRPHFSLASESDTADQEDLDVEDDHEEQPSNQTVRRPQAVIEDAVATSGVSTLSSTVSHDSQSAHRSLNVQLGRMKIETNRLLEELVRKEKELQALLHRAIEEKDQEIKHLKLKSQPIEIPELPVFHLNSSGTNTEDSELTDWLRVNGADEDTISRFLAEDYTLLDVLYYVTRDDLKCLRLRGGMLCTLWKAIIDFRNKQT
ULK1 primary: blocks human autophagy kinase ULK1. O75385. AlphaScreen Atg13 phosphorylation by ULK1, luminescence. inhibition, % at 5.96 µM. 1.9% of 30,000 active; in the data active = inhibition above about 43%;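 also: 0% = median of compound wells and 100% = no enzyme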
The depositor's hits bear a star; · = no result given. Rows were taken by chance; any-hit rate near 3%.

Start of the data: the first 6 entries, to show the layout:
SMILES | ASK1 inh | ULK1 primary
CN(C)CCN(C)c1cc(-c2cn[nH]c2)ccc1NC(=O)N(C)Cc1ccccc1 | -3.3 | -3.2
Cc1cc(NCCN(C(C)C)C(C)C)nc(Nc2ccncn2)n1 | -24.1 | 10.2
OC(CNc1ccccn1)c1ccccc1 (stereo unspecified) | · | 2.1
CC(=O)Nc1ccc(NC(=O)c2ccnc(-c3ccc(C(=O)NC4CC4)cc3)c2)cc1 | 7.2 | 44.2*
CCCc1c2oc(C(=O)O)cc(=O)c2cc2c(=O)cc(C(=O)O)n(CC)c12 | · | -2.9
O=C(Nc1ccc(-c2nc3ccc(NC(=O)c4ccco4)cc3[nH]2)cc1)c1ccco1 | · | -139.1

Results, repeating the preview:
SMILES | ASK1 inh | ULK1 primary
CN(C)CCN(C)c1cc(-c2cn[nH]c2)ccc1NC(=O)N(C)Cc1ccccc1 | -3.3 | -3.2
Cc1cc(NCCN(C(C)C)C(C)C)nc(Nc2ccncn2)n1 | -24.1 | 10.2
OC(CNc1ccccn1)c1ccccc1 (stereo unspecified) | · | 2.1
CC(=O)Nc1ccc(NC(=O)c2ccnc(-c3ccc(C(=O)NC4CC4)cc3)c2)cc1 | 7.2 | 44.2*
CCCc1c2oc(C(=O)O)cc(=O)c2cc2c(=O)cc(C(=O)O)n(CC)c12 | · | -2.9
O=C(Nc1ccc(-c2nc3ccc(NC(=O)c4ccco4)cc3[nH]2)cc1)c1ccco1 | · | -139.1
c1ccc(OCCNc2cc(Nc3ncccn3)ncn2)cc1 | -4.4 | -0.9
CCCCCCNC(=O)n1cc(F)c(=O)[nH]c1=O | · | -2.8
Nc1ncc(-c2ccnc3ccccc23)c(-c2ccc(C(F)(F)F)nc2)n1 | · | -8.4
O=C(Nc1ccc(N2CCOCC2)cc1)c1cnc(NC2CCC(O)CC2)s1 (stereo unspecified) | -17.6 | 2.0

Random excerpt: 5 records from the list.
SMILES | ASK1 inh | ULK1 primary
O=C(Nc1ccc(-c2nc3ccc(NC(=O)c4ccco4)cc3[nH]2)cc1)c1ccco1 | · | -139.1
CCCc1c2oc(C(=O)O)cc(=O)c2cc2c(=O)cc(C(=O)O)n(CC)c12 | · | -2.9
Nc1ncc(-c2ccnc3ccccc23)c(-c2ccc(C(F)(F)F)nc2)n1 | · | -8.4
CN(C)CCN(C)c1cc(-c2cn[nH]c2)ccc1NC(=O)N(C)Cc1ccccc1 | -3.3 | -3.2
O=C(Nc1ccc(N2CCOCC2)cc1)c1cnc(NC2CCC(O)CC2)s1 (stereo unspecified) | -17.6 | 2.0

Going on with the list:
SMILES | ASK1 inh | ULK1 primary
Cc1nn(C)c(C)c1-c1cccc(C(=O)NCCN(C(C)C)C(C)C)c1 | -5.9 | -7.5
COc1cc(Nc2nc(N3CCN(c4ccccn4)CC3)nc3c2ncn3-c2ccsc2)cc(OC)c1OC | 15.2 | 1.7
O=C(NCCO)c1csc(N2CCCC2CO)n1 (stereo unspecified) | -11.6 | -14.6
O=C(C1COc2ccccc2O1)N1CCN(c2ccc3[nH]ncc3c2)CC1 (stereo unspecified) | -22.9 | 6.9
CCCNc1nc(-c2ccccc2)nc2c1ncn2CCN1CCCC1=O | 5.3 | 2.2
NC(=O)c1ccc(-c2cc(C(=O)Nc3ccc(Oc4ccccc4)cc3)ccn2)cc1 | 3.1 | -29.2
CC(C)CC(=O)NC(N1CCOCC1)C(Cl)(Cl)Cl (stereo unspecified) | · | -5.4
c1cncc(CNc2ccnc(-c3ccc(N4CCOCC4)nc3)n2)c1 | -3.7 | 25.6
COc1ccc(-c2nc(C)cc(Nc3ccc(N4CCOCC4)cc3)n2)cc1 | 49.8* | 0.1
c1cncc(-c2cc(N3CCc4ccccc4C3)nc(-c3ccncc3)n2)c1 | · | -14.9
O=C1CCCN1CCCNc1nc(NCCCN2CCCC2=O)c2ncn(CCN3CCCC3=O)c2n1 | 3.9 | 3.6
COc1ccc(Nc2nccc(NCCc3ccccn3)n2)cc1 | 4.0 | 8.0
COc1ccc(CCNC(=O)c2cccc(NC3CCN(Cc4ccccc4)CC3)n2)cc1 | -10.3 | 4.5
COc1ccc(CCNc2cc(Nc3ccccn3)ncn2)cc1 | -3.0 | 3.0
O=C(NC1CC1)C1CCN(c2ccc(Nc3cnccn3)nn2)CC1 | -0.5 | 9.3
CCCN(CCC)C(=O)c1cccc(OC)c1 | · | 4.0
CCOP(=O)(OCC)C(NC(=O)c1ccccc1)C(=O)c1ccccc1 (stereo unspecified) | · | -0.6
COc1ccc(-n2ncc3c(NCCCOC(C)C)ncnc32)cc1 | · | 0.3
COC(=O)c1cc([N+](=O)[O-])c(-n2cncn2)c([N+](=O)[O-])c1 | · | 5.9
Cc1nn(C)c(C)c1-c1cc(NC2CC2)nc(N)n1 | -23.8 | -2.9
CCOc1ccc2c(c1)CC(c1nc3ccc(-c4ccnc(N)n4)cc3o1)CO2 (stereo unspecified) | 13.6 | -6.8
c1ccc(CNc2cc(-c3cccs3)ncn2)cc1 | 1.1 | -10.0
NC(c1ccc(Br)cc1)c1nc2ccc(-c3ccncc3)cc2[nH]1 (stereo unspecified) | -1.2 | -4.4
Cc1ncn(-c2ccc(Nc3nccc(-c4cc(F)cc(-c5cnoc5)c4)n3)cc2)n1 | 15.8 | 18.8
Nc1nc(NCc2cccc(C(F)(F)F)c2)cc(-c2csc3ccccc23)n1 | -5.7 | -23.1
COc1cc(Nc2cc(-c3cccc(C(C)=O)c3)nc(N)n2)cc(OC)c1OC | 4.9 | 0.6
O=C(NCc1ccccc1)c1cnc(NC2CCC(O)CC2)s1 (stereo unspecified) | 8.9 | 6.6
Fc1cc(-c2cn[nH]c2)ccc1NCC1COc2ccccc2O1 (stereo unspecified) | 2.1 | -13.6
CNC(=O)c1cc(F)ccc1Nc1cc(Nc2ccc3[nH]ncc3c2)ncc1C(F)(F)F | -3.3 | 78.3*
CC(=O)Nc1ccc(Nc2nc(-c3ccc(N4CCOCC4)nc3)nc3c2ncn3CCN2CCCC2=O)cc1 | 8.6 | -0.4
c1cnc2ccc(Nc3cc(NC4CC4)ncn3)cc2c1 | -11.1 | 9.9
CC(=O)Nc1ccc(Nc2ccnc(Nc3cnccn3)n2)cc1 | 9.3 | -0.8
FC(F)(F)c1ccc(Nc2nc(NCCN3CCOCC3)c3ncn(C4CCCCC4)c3n2)cc1 | 9.2 | -13.5
CCN1CCCC1CNC(=O)c1cc(S(N)(=O)=O)ccc1OC (stereo unspecified) | · | 0.7
FC(F)(F)c1cccc(CNc2nc(Nc3nccc4ccccc34)nc3c2ncn3-c2ccccc2)c1 | -4.5 | -1.5
COc1ccc(-c2cncc(-c3cc(NCCCN4CCOCC4)nc(C)n3)c2)cc1 | · | 3.5
C=CCSc1nc(N)c(C#N)c(-c2ccco2)c1C#N | · | -15.9
O=C(NCCCN1CCCC1=O)c1ccc2nc(NC3CCC(O)CC3)sc2c1 (stereo unspecified) | -10.7 | 6.5
CN(C)c1ccc2c(c1)OC(N)=C(C#N)C2c1cccc(C(F)(F)F)c1 (stereo unspecified) | · | -9.6
CCCNc1nc(NCCN2CCOCC2)nc2c1ncn2C(C)C | -18.8 | -14.7
Cc1cc(NCCO)nc(NCc2ccc3c(c2)OCO3)n1 | -1.5 | 8.1
COc1ccc(CCNc2nc(-c3cccc(C(C)=O)c3)nc3c2ncn3CCN2CCCC2=O)cc1 | -3.1 | -30.3
CNC(=O)c1ccccc1Nc1cc(Nc2ccc3c(c2)CCC(=O)N3C)ncc1C(F)(F)F | -12.4 | 89.5*
COc1ccc2c(c1)CCC2C(=O)Nc1cc(Nc2ccccc2C(N)=O)ccn1 (stereo unspecified) | -6.9 | 3.3
Cc1c(/C=N/c2nc(-c3ccccc3)cs2)c(O)n(Cc2ccccc2)c(=O)c1C#N | · | -0.8
FC(F)(F)c1ccc(Cn2cnc3c(NCc4ccccc4)nc(Nc4ccc(C(F)(F)F)cc4)nc32)cc1 | -7.7 | -6.2
CCOC(=O)c1cnc(SC)nc1Nc1ccccc1 | · | 3.8
COc1ccc(CCNc2nc(-c3ccc(OC)nc3)nc3c2ncn3CCN2CCCC2=O)cc1 | -16.4 | -15.0
Cc1nn(C)c(C)c1-c1nc(NCCc2ccc(O)cc2)c2ncn(-c3ccsc3)c2n1 | 7.5 | -17.1
Cc1cc(-c2ccncc2)c(C)cc1NC(=O)C1COc2ccccc2O1 (stereo unspecified) | 4.9 | -15.8
(further entries)
SMILES | ASK1 inh | ULK1 primary
Nc1ccccc1C(=O)N1CCC(c2c[nH]c3ccccc23)CC1 | · | -13.0
O=C(NCN1CCOCC1)c1cnccn1 | · | 14.2
Nc1nc(Nc2ccncn2)nc2c1ncn2CCN1CCCC1=O | 9.9 | 7.1
Cn1cc(-c2ccc3cnc(Nc4ccc(N5CCOCC5)nc4)nc3c2Cl)cn1 | 22.3 | 78.2*
O=C(NCCN1CCOCC1)c1cccc(-n2ncc3ccc(NC(=O)c4ccccc4)cc32)c1 | 0.9 | -2.2
COc1nc(NC2CC2)nc(-c2c(C)noc2C)n1 | 6.6 | 0.6
Cc1noc(C)c1-c1nc(NCCCN2CCCC2=O)c2ncn(C(C)C)c2n1 | 0.9 | -2.9
CN1CCN(C(=O)c2ccc(-c3ccc(C(=O)NCCO)s3)cc2)CC1 | -13.9 | 7.0
Cn1nccc1Nc1cc(C(=O)NCc2cccc(C(F)(F)F)c2)c2ccccc2n1 | -4.5 | -12.1
NC(=O)c1ccc[n+](CC(=O)OC23CC4CC(CC(C4)C2)C3)c1 | · | 2.4
Oc1ccc(CCNc2nc(-c3ccc(N4CCOCC4)nc3)nc3c2ncn3-c2ccsc2)cc1 | 15.0 | -34.4
O=C1CCCN1CCCNc1nc(NCCOc2ccccc2)c2[nH]cnc2n1 | 7.6 | -26.6
c1nc2nc(Nc3ccc(N4CCOCC4)cc3)nc(Nc3ccc(OCCN4CCCCC4)cc3)c2[nH]1 | 12.7 | 39.6
CC(C(=O)O)c1ccc(N2Cc3ccccc3C2=O)cc1 (stereo unspecified) | · | -3.5
COc1cc(Nc2nc(N3CCc4ccccc4C3)nc3c2ncn3Cc2ccc(C(F)(F)F)cc2)cc(OC)c1OC | 21.6 | 1.6
COc1cccc(CNC(=O)Nc2ccc(-c3cn[nH]c3)cc2N(C)CCO)c1 | -0.4 | 22.0
O=C(CNS(=O)(=O)c1ccccc1)OCC(=O)c1ccc([N+](=O)[O-])cc1 | · | 12.7
COc1cc(NC(=O)c2cccc(N3CCC(N4CCOCC4)CC3)n2)cc(OC)c1OC | 7.5 | -16.1
Cc1cc(NCc2cccc(C(F)(F)F)c2)nc(Nc2ccc3ncccc3c2)n1 | -8.7 | -26.2
COc1nc(NCCc2ccc(O)cc2)nc(-c2ccc(C(=O)NC3CC3)cc2)n1 | -6.7 | -4.9
COc1ccc(CNc2nc(-c3cccc(OC(F)(F)F)c3)nc3c2ncn3C(C)C)cc1 | -11.1 | -22.3
Nc1nc(-c2ccccc2)nc2nc[nH]c12 | -17.9 | 15.4
CCCNC(=O)c1cncc(-c2c(C)noc2C)c1 | -1.1 | -2.3
CCCNc1cc(-c2cccs2)nc(N)n1 | 6.5 | -0.7
O=C(Nc1ccncc1)c1ccc(SCC(O)c2ccc(Br)cc2)cc1 (stereo unspecified) | -12.8 | -29.1
COc1ccc(-c2ccc(C(=O)NC3CCN(Cc4ccccc4)CC3)s2)cn1 | -9.1 | -2.1
CC(C)n1c(-c2ccc(C(=O)NC3CC3)cc2)nc2c(NC3CCN(Cc4ccccc4)CC3)ncnc21 | -21.2 | -14.0
CC(C)n1cnc2c(NCc3cccnc3)nc(N3CCCC3CO)nc21 (stereo unspecified) | -0.3 | 7.5
COCCCNC(=O)c1cc2c(=O)n3cc(C)ccc3nc2nc1NCC1CCCO1 (stereo unspecified) | · | 7.2
COc1cc2nc(Nc3nccc4ccccc34)nc(NCCCN3CCCC3=O)c2cc1OC | -6.1 | -1.4

Reformatted with values ahead of the structure: two of the compounds above
ASK1 inh,ULK1 primary,smiles
6.5,-0.7,CCCNc1cc(-c2cccs2)nc(N)n1
-12.8,-29.1,O=C(Nc1ccncc1)c1ccc(SCC(O)c2ccc(Br)cc2)cc1 (stereo unspecified)

(next part)
SMILES | ASK1 inh | ULK1 primary
CCn1c(C2COc3ccccc3O2)nc2ccc(-c3ccncc3)cc21 (stereo unspecified) | 5.6 | -4.7
Cn1cc(-c2nc(Nc3ccc(-n4cnc(N5CCC(O)CC5)n4)cc3)ncc2Br)cn1 | -85.6 | 85.1*
Nc1nc(NCCOc2ccccc2)cc(NCCN2CCOCC2)n1 | 9.1 | -4.1
COc1cc2nc(Cl)nc(Nc3ccc(NC(C)=O)cc3)c2cc1OC | -3.2 | -27.3
Cc1nnc(SCC(=O)Nc2ccccc2C)s1 | · | 3.2
O=C(NCc1cccc(C(F)(F)F)c1)c1ccnc(Nc2ccc(-n3ccnc3)cc2)c1 | 1.6 | -14.3
CCN1/C(=C2\SC(=S)N(CC(=O)O)C2=O)Sc2ccccc21 | · | 7.7
COc1cccc(CNC(=O)Nc2c(F)c(F)c(-c3cn[nH]c3)c(F)c2F)c1 | -4.5 | 18.4
Cc1nc2ncccc2c(=O)n1-c1cccc(NC(=O)c2ccccc2I)c1 | · | 3.6
CC(=O)N1CCC(NC(=O)c2cccc(-n3cc(NC(=O)Cc4ccccc4)cn3)c2)CC1 | -4.8 | -0.7
O=C1CCCN1CCn1cnc2c(NCc3ccccc3)nc(Nc3ccccn3)nc21 | 5.7 | 21.8
COc1ccc(CCNc2nc(NCCN3CCOCC3)nc3c2ncn3CCN2CCCC2=O)cc1 | 8.9 | -8.0
C/C=C/Cn1c(SCC(=O)Nc2ccccc2)nc2c1c(=O)[nH]c(=O)n2C | · | 5.9
O=C(Nc1ccc2[nH]ncc2c1)C1CCCN1C(=O)NCc1ccc(Cl)cc1 (stereo unspecified) | 1.2 | -2.7
O=C(NCc1ccccc1)c1ccnc(Nc2ccncn2)c1 | -3.3 | -10.0
